HTR2A ag – activates the mouse 5-HT2A serotonin receptor. P35363. CHO-K1 mHTR2A beta-arrestin complementation, luminescence; percent of 30 µM serotonin response. activation, % at 7.6 µM. 360,000 tested, 0.66% active;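 active = activation above a run cutoff, the mean activation of all tested compounds plus 3 SD, cut at about 14% in these data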;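 also: 0% = plate median of compound wells and 100% = 30 µM serotonin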
PDI turbidity – inhibitors of human protein disulfide isomerase; 350,000 tested, 0.052% active; PDI insulin aggregation turbidity, A650, 90 min; inhibition, % at 10 µM; AID 588391;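 active = mean inhibition across replicates of 30% or more, whatever share of single replicates reach that level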;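 also: absorbance from insulin aggregation driven by PDI reduction with DTT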
hiPSC survival – increases survival of single human iPS cells | hiPSC single-cell survival, ATPlite luminescence; 100% = ROCK inhibitor wells, 0% = DMSO | survival enhancement, % at 20 µM | 360,000 tested, 0.044% active | AID 602274; in the data active = survival enhancement above about 18%;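 also: cells exposed to compounds for 16 hours before the ATP read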
Glyco luc inh – N-linked glycosylation inhibition; D54 ERlucT glycosylation luciferase reporter, 24 h; percent of 100 nM tunicamycin response; reporter increase, % at 12.5 µM; 360,000 tested, 0.23% active;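 active = mean luciferase reporter signal, scaled so untreated is 0 and the glycosylation-blocking control 100, at or above a set limit in every replicate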;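 also: luciferase carries N-glycosylation sites so blocking glycosylation raises the light; 0% = median of neutral control wells and 100% = median of 100 nM tunicamycin wells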
Exocytosis inh – blocks lytic granule exocytosis; TALL-104 LAMP-1 surface exposure, flow cytometry; cells stimulated with thapsigargin and PMA; inhibition, % at 10 µM; 360,000 tested, 0.66% active;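 active = inhibition above about 55%, limit read from the data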
aDG glyco up – alpha-DG glycosylation activation; Pro5-aDG cells, alpha-DG glycosylation AlphaScreen (IIH6); 0% Pro5, 100% B10-LARGE cell signal; activation, % at 10 µM; 360,000 tested, 0.22% active;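 active = activation of at least 8% versus controls, or a plate z-score of at least 8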;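 also: Pro5 are CHO cells carrying HIG-tagged alpha-DG that lacks glycosylation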
Vif imaging – inhibitors of HIV Vif. HEK293T cells, Vif self-association by quenched fluorescence, imaging, 24 h. AID 602346. 340,000 tested, 0.35% active. inhibition, % at 7.49 µM; in the data active = inhibition above about 50%, passing the limit was not always enough; also: some results filed as inactive read as strong as hits
ABCB6 inh 2 – inhibitors of human ABC transporter ABCB6; 360,000 tested, 0.19% active; K562-ABCB6 porphyrin accumulation, flow cytometry, 1 h; hits give low values; fluorescence ratio to DMSO, % at 10 µM; Q9NP58;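 active = fluorescence ratio to DMSO below 75%, the collection mean minus 3 SD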;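 also: signal is porphyrin accumulated inside mitochondria; 100% equals median channel fluorescence of DMSO control wells; lower ratio means ABCB6 inhibition with less porphyrin fluorescence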
Target sequence (Q9NP58 whole entry, looked up): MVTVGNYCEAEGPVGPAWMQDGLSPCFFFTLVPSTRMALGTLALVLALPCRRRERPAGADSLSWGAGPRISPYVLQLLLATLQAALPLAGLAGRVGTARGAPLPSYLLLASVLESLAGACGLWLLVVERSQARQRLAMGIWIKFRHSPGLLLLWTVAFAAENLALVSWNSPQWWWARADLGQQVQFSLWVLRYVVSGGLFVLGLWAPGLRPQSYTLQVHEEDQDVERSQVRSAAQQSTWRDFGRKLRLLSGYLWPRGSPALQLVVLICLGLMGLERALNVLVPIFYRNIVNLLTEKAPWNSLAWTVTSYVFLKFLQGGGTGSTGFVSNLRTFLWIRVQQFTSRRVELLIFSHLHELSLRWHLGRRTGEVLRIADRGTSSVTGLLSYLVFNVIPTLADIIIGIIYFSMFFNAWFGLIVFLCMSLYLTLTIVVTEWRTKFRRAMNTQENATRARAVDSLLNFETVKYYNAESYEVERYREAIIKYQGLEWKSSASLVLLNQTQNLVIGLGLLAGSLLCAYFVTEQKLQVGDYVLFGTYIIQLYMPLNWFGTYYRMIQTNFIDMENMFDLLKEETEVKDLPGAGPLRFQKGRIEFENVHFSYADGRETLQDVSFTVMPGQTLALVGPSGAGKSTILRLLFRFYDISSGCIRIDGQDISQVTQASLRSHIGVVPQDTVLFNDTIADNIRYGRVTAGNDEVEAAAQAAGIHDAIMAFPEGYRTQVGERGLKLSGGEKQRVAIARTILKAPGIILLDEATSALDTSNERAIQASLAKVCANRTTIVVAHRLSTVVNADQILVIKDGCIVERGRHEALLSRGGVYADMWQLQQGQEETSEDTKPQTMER
Cardio protect – protects H9c2 cardiomyocytes from peroxide injury; H2O2 injury protection, ATPLite, 2 h; protection from H2O2 cell death, % at 20 µM; 360,000 tested, 0.63% active; AID 588492;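 active = compounds giving at least 50% protection of heart cells from peroxide-induced death in the single-dose screen, raw or plate-pattern-corrected value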;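 also: 0% = DMSO wells with peroxide and 100% = DMSO wells without peroxide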
CaV13 FRET inh – Disruptors of the CACNA1D IQ motif to Ca2+-dependent inactivation inhibitor domain association, primary screening, Förster resonance energy transfer in intact living …. HEK cells, CFP/YFP FRET ICDI-IQ, plate reader, 10 min; percent FRET-ratio fall versus neutral wells. inhibition, % at 12.3 µM. 340,000 tested, 0.098% active. AID 743397;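 active = mean replicate inhibition of at least 30% and at least 1% of replicates passing that level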;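 also: 0% = median of the neutral control wells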
* marks the source's active call; other numbers are inactive results; x = no result given.

SMILES	HTR2A ag	PDI turbidity	hiPSC survival	Glyco luc inh	Exocytosis inh	aDG glyco up	Vif imaging	ABCB6 inh 2	Cardio protect	CaV13 FRET inh
O=C(NNC1=NS(=O)(=O)c2ccccc21)c1cccc([N+](=O)[O-])c1	1	11	-0.5	4	0	0.0	4	97	1	18
CCOC(=O)CCC(=O)N1CCOCCOCCN(C(=O)CCC(=O)OCC)CCOCC1	7	-10	4.0	2	-1	0.3	x	111	-3	-5
Cc1ccc(N(CC(=O)N2CCN(Cc3ccccc3)CC2)S(C)(=O)=O)cc1C	-1	0	0.0	-2	-1	-0.2	-4	102	-1	-3
Cc1c(Cl)cccc1NC(=S)NCc1ccc2c(c1)OCO2	3	-14	-1.7	0	5	0.1	-31	100	-7	-5
COC(=O)c1sc(S(=O)(=O)NCc2cccs2)c(C(=O)OC)c1C	-2	-10	1.1	0	5	-0.1	6	104	2	-10
O=C(O)CSc1nnc(Cn2cnc3ccccc32)n1CCc1ccccc1	-3	-3	-2.1	2	2	1.9	-2	105	11	-4
CCN(CC(=O)Nc1ccccc1C(F)(F)F)C(=O)CN1C(=O)NC(C)(c2ccccc2)C1=O (centres undefined)	2	6	-0.3	-1	-7	-0.2	-5	100	-2	-2
O=C(COC(=O)c1cccc(NS(=O)(=O)c2ccc(F)c(F)c2)c1)NC(=O)NC1CCCCC1	7	-18	-1.3	-4	26	0.1	-8	104	-9	-18
CCN(CC)c1ccc(C=Nc2ccc(N(C)C)cc2)c(O)c1	-5	-7	1.8	-13	46	-0.2	0	200	-24	-4
O=C(CSc1nncc2ccccc12)Nc1ccc(C(=O)O)cc1	6	-6	-0.1	0	-2	-0.2	2	96	16	-2
CC1(C)COC2(OC1)C(=O)Nc1ccccc12	1	3	-0.7	7	1	0.0	-6	95	-7	-1
COc1cc(-c2nc3cccc(C)n3c2NCC2CCCO2)ccc1O (centres undefined)	0	-1	-0.7	7	-2	0.1	-23	94	22	-5
CN(CC(=O)Nc1ccccc1Br)C(=O)CCc1nc2ccccc2c(=O)[nH]1	-1	2	-0.2	-2	16	-0.3	3	104	73*	-15
CC(=O)N[C@@H](CC(=O)O)C(=O)O	-4	-5	2.9	2	2	-0.1	-6	100	-6	-5
CCCCn1c(N)c(N(CC(C)C)C(=O)CCNC(=O)c2ccccc2Cl)c(=O)[nH]c1=O	4	0	0.0	2	-3	0.1	7	100	4	-2
Cn1nnnc1SCC(=O)Nc1ccccc1[N+](=O)[O-]	4	21	9.5	-1	1	0.1	15	91	2	x
Cn1c(CNC(=O)C2CCCCC2)cc2cc(Cl)ccc21	3	-9	0.3	-3	-3	0.1	-2	97	-8	-20
CCOC1(OCC)N=C(N)C2(C#N)C(c3cccc(OC)c3OC)C12C#N (centres undefined)	4	7	3.4	0	2	0.0	-8	102	-1	x
COc1ccc(CCN2CC(C(=O)NCC(c3ccccc3)N(C)C)CC2=O)cc1OC (centres undefined)	4	20	1.8	1	-1	-0.2	1	98	0	-6
CCN(CC)C(=O)C1=C(C)N(CCC2=CCCCC2)C(=O)C(CC(=O)NCc2ccco2)C1 (centres undefined)	6	2	0.3	0	-1	0.0	-2	93	-11	-10
Cc1cccc(OCC(=O)NNC(=O)CCc2ccccc2)c1	-3	4	1.1	3	-1	0.2	11	99	7	-5
Nc1c(NC(=O)CC[n+]2ccccc2)cccc1[N+](=O)[O-]	5	-5	-1.4	-2	-3	-0.2	0	105	-8	-5
COc1ccc(CNC(=O)CN(C(=O)c2csnn2)c2cccc(C(C)=O)c2)cc1	6	3	0.4	-1	1	0.1	3	97	7	-5
CCOc1ccc(OCCCC(=O)N(CC)CC(=O)Nc2c(F)cccc2F)cc1	2	-9	-0.1	-1	-2	0.3	0	98	-2	-16
O=C(NC(Cc1ccccc1)C(=O)O)/C(=C/c1ccc(Cl)cc1)NC(=O)c1ccccc1 (centres undefined)	2	18	-3.4	1	2	-0.3	-2	98	8	-10

Ordered by heavy-atom count (ascending): some entries from above.
SMILES	HTR2A ag	PDI turbidity	hiPSC survival	Glyco luc inh	Exocytosis inh	aDG glyco up	Vif imaging	ABCB6 inh 2	Cardio protect	CaV13 FRET inh
CC(=O)N[C@@H](CC(=O)O)C(=O)O	-4	-5	2.9	2	2	-0.1	-6	100	-6	-5
CC1(C)COC2(OC1)C(=O)Nc1ccccc12	1	3	-0.7	7	1	0.0	-6	95	-7	-1
Cn1nnnc1SCC(=O)Nc1ccccc1[N+](=O)[O-]	4	21	9.5	-1	1	0.1	15	91	2	x
Nc1c(NC(=O)CC[n+]2ccccc2)cccc1[N+](=O)[O-]	5	-5	-1.4	-2	-3	-0.2	0	105	-8	-5
Cc1c(Cl)cccc1NC(=S)NCc1ccc2c(c1)OCO2	3	-14	-1.7	0	5	0.1	-31	100	-7	-5
CCN(CC)c1ccc(C=Nc2ccc(N(C)C)cc2)c(O)c1	-5	-7	1.8	-13	46	-0.2	0	200	-24	-4
O=C(NNC1=NS(=O)(=O)c2ccccc21)c1cccc([N+](=O)[O-])c1	1	11	-0.5	4	0	0.0	4	97	1	18
COc1cc(-c2nc3cccc(C)n3c2NCC2CCCO2)ccc1O (centres undefined)	0	-1	-0.7	7	-2	0.1	-23	94	22	-5
CCOC1(OCC)N=C(N)C2(C#N)C(c3cccc(OC)c3OC)C12C#N (centres undefined)	4	7	3.4	0	2	0.0	-8	102	-1	x
O=C(O)CSc1nnc(Cn2cnc3ccccc32)n1CCc1ccccc1	-3	-3	-2.1	2	2	1.9	-2	105	11	-4
Cc1ccc(N(CC(=O)N2CCN(Cc3ccccc3)CC2)S(C)(=O)=O)cc1C	-1	0	0.0	-2	-1	-0.2	-4	102	-1	-3
CCOc1ccc(OCCCC(=O)N(CC)CC(=O)Nc2c(F)cccc2F)cc1	2	-9	-0.1	-1	-2	0.3	0	98	-2	-16
O=C(NC(Cc1ccccc1)C(=O)O)/C(=C/c1ccc(Cl)cc1)NC(=O)c1ccccc1 (centres undefined)	2	18	-3.4	1	2	-0.3	-2	98	8	-10
CCOC(=O)CCC(=O)N1CCOCCOCCN(C(=O)CCC(=O)OCC)CCOCC1	7	-10	4.0	2	-1	0.3	x	111	-3	-5
CCN(CC(=O)Nc1ccccc1C(F)(F)F)C(=O)CN1C(=O)NC(C)(c2ccccc2)C1=O (centres undefined)	2	6	-0.3	-1	-7	-0.2	-5	100	-2	-2

Remaining list, next part:
SMILES	HTR2A ag	PDI turbidity	hiPSC survival	Glyco luc inh	Exocytosis inh	aDG glyco up	Vif imaging	ABCB6 inh 2	Cardio protect	CaV13 FRET inh
CC(=O)Nc1ccc(Oc2ccc3nc(C)[nH]c3c2)cc1	-2	9	0.7	-1	-13	0.0	9	100	-7	-5
Cc1[nH]c2ccccc2c1C1C(c2ccccc2)=NN=C(C(C)C)N1O (centres undefined)	-5	-8	0.6	0	0	-0.3	-15	95	-1	-4
Cc1ccc(-c2nc(=S)c3c(n2CC2CCCO2)CC(C)(C)OC3)cc1 (centres undefined)	-2	-1	-0.3	3	4	0.0	3	94	13	-9
Cc1cccc(Nc2nc(N)c([N+](=O)[O-])c(N3CCOCC3)n2)c1	0	-2	1.5	-1	0	-0.2	7	99	-4	-5
O=C1c2ccccc2NC(c2ccc3c(c2)OCO3)N1O (centres undefined)	5	1	-1.0	0	-1	0.7	x	91	30	-5
Cc1ccc(NC(=O)[C@@H]2O[C@H](CO)[C@@H](O)[C@H]2O)cc1C(F)(F)F	-6	-4	-0.5	4	-6	-0.1	-4	94	0	-6
O=C(Cc1ccccc1)NNC1CC(=O)N(c2ccc(Oc3ccccc3)cc2)C1=O (centres undefined)	17*	-2	0.6	0	-6	0.1	-13	99	-4	-6
CC(=O)Nc1ccc(S(=O)(=O)N2CCN(C(=O)c3ncoc3-c3cccc(F)c3)CC2)cc1	-1	5	-0.9	0	-7	-0.1	-5	98	-6	-5
COC(=O)CSc1ncnc2scc(-c3ccccc3)c12	-4	-1	-0.4	0	0	0.1	0	96	4	-3
COc1cc2c(cc1OC)[C@H](C)N(C(=O)NCc1ccccc1)CC2	5	-8	0.5	1	-5	-0.1	8	97	0	-3
CCOC(=O)C1CCN(C(=O)COc2ccc(S(=O)(=O)N3CCOCC3)cc2C)CC1	-5	11	-0.5	0	5	-0.1	30	98	12	-7
Cc1ccc(NC(=O)CCN2C(=O)CSC2=O)c(C)c1	4	-7	2.3	0	-1	0.0	-4	101	2	-6
COc1ccc(C(=O)Nc2ccc3nc(N4CCCCC4)cc(C)c3c2)cc1OC	-3	-4	0.5	5	2	5.0	-4	100	29	-3
Cn1c(=O)c2cc(S(=O)(=O)Nc3ccc4c(c3)OCO4)ccc2n(C)c1=O	1	-2	0.3	1	-2	0.0	-1	105	5	-4
CCCC(c1nnnn1Cc1ccc2c(c1)OCO2)N1CCC(C(N)=O)CC1 (centres undefined)	2	1	1.1	1	-5	0.4	5	101	-2	-2
N#Cc1c(-c2ccc(Cl)cc2)c2c([nH]c1=S)CCCC2	7	0	1.4	1	-3	0.2	-9	96	-2	-7
CCc1nnc(NC(=O)CCN(c2cc(C)cc(C)c2)S(=O)(=O)c2ccc(Cl)cc2)s1	4	-8	1.2	1	-3	1.3	3	99	-5	-14
CCN(CC(=O)Nc1ccc(NC(C)=O)cc1)C(=O)/C=C/c1cn(Cc2ccccc2)nc1-c1cccnc1	-5	-4	0.2	4	-5	0.0	8	100	-4	-6
CC(C)(C)C1CCC(OC(=O)c2ccncc2)CC1 (centres undefined)	2	2	6.2	2	-6	0.0	10	116	-9	-5
CCCSC1=C(C#N)C(c2cccnc2)C(C(=O)OCC)=C(c2ccccc2)N1 (centres undefined)	-3	-1	-2.7	5	-10	-0.2	22	94	7	-5
Cc1ccc(NC(=O)CSCC(=O)Nc2cccc3ncccc23)cc1	2	-21	-0.2	-4	-2	0.0	-6	105	-2	x
COc1ccc(CC(NC(C)=O)C(=O)NC2CCN(S(=O)(=O)c3cccc4ccccc34)CC2)cc1OC (centres undefined)	2	10	-1.0	0	-1	-0.1	8	90	5	x
O=C(CN1CCN(c2ccc(F)cc2)CC1)NCc1ccc(F)cc1	-5	-3	0.6	0	-4	0.2	-17	96	5	-18
O=C(NC1CC1)C1CCN(C(=O)c2ccc(Cl)cc2Cl)CC1	4	-5	0.0	-2	5	0.0	5	96	-3	-3
CCCn1c(C2CC(=O)N(c3ccc(C)cc3)C2)nc2ccccc21 (centres undefined)	-5	-7	4.4	-2	-2	0.1	-8	98	0	-4
C=CCNC(=O)c1onc(CSc2ccccc2CC)c1C(=O)O	0	1	3.8	1	3	-0.2	0	99	4	-4
O=S(=O)(c1cccc(S(=O)(=O)N2CCC(n3nnc4ccccc43)CC2)c1)N1CCCCC1	-1	0	1.9	-2	0	-0.1	x	97	-7	x
CCCCS(=O)(=O)N1CCCC(C(=O)N2CCOCC2)C1 (centres undefined)	2	-4	-0.7	5	5	-0.1	-1	94	-5	-4
O=C(NCc1ccccc1Br)c1ccc2c(c1)OCCO2	1	1	-0.5	1	0	0.0	3	100	6	-19
COc1ccc(S(=O)(=O)N(C)CC(=O)Nc2cccc(C(C)=O)c2)cc1C	1	-8	2.7	0	0	-0.3	-4	103	-3	-12

Screening data from PubChem.
